Compound activity deposited in PubChem BioAssay by several laboratories.
RPL19A TOR yeast: RPL19A-GFP expression modulators in yeast, primary screen, cell-based, S. cerevisiae, multiplex flow cytometry, MLPCN; S. cerevisiae RPL19A-GFP strain, 3 h; active compounds read low; percent response vs DMSO, % at 10 µM; 330,000 tested, 0.3% active;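 active = percent response vs DMSO below 50%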;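 also: median channel GFP fluorescence of the barcoded RPL19A-GFP strain; ratio of sample median GFP to plate DMSO average so 100% = DMSO; lower means less RPL19A-GFP as with rapamycin TOR inhibition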
ZTA counter: counter-screen for EBNA-1 inhibitors: inhibitors of Epstein-Barr virus ZTA; P03206; ZTA-DNA binding, fluorescence polarization; inhibition, % at 11 µM; 320,000 tested, 0.15% active; AID 2234; in the data active = inhibition above about 33%
procasp7 counter: procaspase-7 activators, primary screen, counter-screen for procaspase-3 activator project, biochemical, absorbance, HTS, human; recombinant procaspase-7, Ac-DEVD-pNA absorbance 405 nm; D23A/D198A/D206A triple mutant, cannot self-cleave; scale: DMSO 0, 5 µM enzyme 100; activation, % at 8.5 µM; Caspase-7 (Homo sapiens), P55210; 330,000 tested, 0.093% active;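 active = percent activation above the screen-wide mean plus 3 SD, cut at about 25% in these data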
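Assay system – Uncleavable procaspase-7 mutant enzyme · Quantity – 2 µM procaspase-7 mutant as dispensed · Times – 1 h preincubation, 2 h reaction · Dosing – single nominal 8.5 µM compound dose, 0.8% DMSO final · Buffer or medium – Zinc-free 50 mM HEPES buffer, pH 7.4, with NaCl and Triton X-100 · Detection – Epi-absorbance of released pNA at 405 nm, two timepoints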
AHR activator: AHR activators, primary screen, cell-based, luminescence, luciferase reporter, human. Aryl hydrocarbon receptor (Homo sapiens), P35869. AHR-responsive luciferase reporter cells. AID 2796, 2010. activation, % at 5 µM. 320,000 tested, 2.5% active; in the data active = activation above about 47%;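 also: 0% = vehicle wells and 100% = reference agonist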
EBNA-1 inh: EBNA-1 DNA-binding inhibitors, primary screen, biochemical, fluorescence polarization; inhibition, % at 14.8 µM; 300,000 tested, 0.34% active; in the data active = inhibition above about 28%
MEP2 TOR yeast: modulators of MEP2-GFP levels in yeast, primary screen, S. cerevisiae, multiplex flow cytometry, MLPCN library; S. cerevisiae MEP2-GFP strain, 3 h; 100% = DMSO control level; GFP response vs DMSO, % at 10 µM; 330,000 tested, 0.51% active; AID 2016, 2009;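 active = GFP response versus DMSO above a set limit, roughly screen mean plus 3 SD, cut at about 180% in these data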;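 also: median GFP fluorescence of the barcode-gated MEP2-GFP cells per well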
LAP4 TOR yeast: modulators of LAP4-GFP expression in yeast, primary screen, S. cerevisiae, multiplex flow cytometry, MLPCN library; GFP response vs DMSO, % at 10 µM; AID 2023, 2009; 320,000 tested, 0.34% active; 3 h; median GFP as percent of DMSO wells;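 active = GFP response vs DMSO above a set limit, about the screen mean plus 3 SD, cut at about 150% in these data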
proCasp3 act: activators of human procaspase-3 D3A mutant, primary screen, biochemical, absorbance, PC-3 D3A mutant, single concentration | activation, % at 8.5 µM | 330,000 tested, 0.11% active | Caspase-3 (Homo sapiens), P42574 | recombinant procaspase-3 D3A, Ac-DEVD-pNA absorbance 405 nm;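 active = activation above the mean of all tested compounds plus 3 SD, cut at about 21% in these data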;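 also: 0% = DMSO alone and 100% = DMSO wells spiked with extra 5 µM PC-3 D3A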
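Assay system – Procaspase-3 D3A mutant · Benchmarks – DMSO low control, extra-enzyme high control · Technique – 405 nm absorbance of p-nitroaniline, reads at 0 and 120 min · Doses – 8.5 µM nominal · Measure – % activation between DMSO and enzyme-spiked controls · Also added – Ac-DEVD-pNA chromogenic peptide substrate · Schedule – 1 h compound preincubation, 2 h substrate hydrolysis at 25 °C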
The depositor's hits bear a star; / = no result given.

nr	SMILES	RPL19A TOR yeast	ZTA counter	procasp7 counter	AHR activator	EBNA-1 inh	MEP2 TOR yeast	LAP4 TOR yeast	proCasp3 act
1	CC(=O)c1ccc(-c2ccc(C(=O)N3CCCc4ccccc43)o2)cc1	97	2	7	17	1	109	114	2
2	COc1cc(-c2ccc(NC(=O)NC3CC3)c(OC)c2)ccc1NC(=O)NC1CC1	100	-8	-4	4	-10	107	97	-5
3	O=C(Cn1cc(C(F)(F)F)ccc1=O)N/N=C/c1ccc(F)cc1	95	-3	-5	-2	-2	95	104	-4
4	COc1ccccc1C(=O)NNC(=O)CCC(=O)NCc1ccccc1	122	8	7	32	6	109	76	-3
5	CN(C)/C=C1/C(=O)N(c2ccc([N+](=O)[O-])cc2)N=C1c1ccccc1	102	-1	1	12	6	97	99	6
6	O=C(COC(=O)c1ccc(NS(=O)(=O)c2cccs2)cc1O)NCc1ccccc1	104	-9	-4	-2	7	111	109	-5
7	COc1cc(C(CC(=O)Nc2cccc(C)n2)N2Cc3ccccc3C2=O)cc(OC)c1OC (stereo not given)	95	6	9	2	-10	96	86	-8
8	O=C(NC(=S)Nc1ccc2[nH]c(=O)[nH]c2c1)c1cc(Br)ccc1Cl	99	4	-2	3	-1	94	88	-2
9	COc1cccc(C(C(=O)NC2CCCC2)N(Cc2ccco2)C(=O)c2ccco2)c1OC (stereo not given)	102	-5	12	4	-5	103	98	0
10	C/C(=C\c1ccc(N)cc1)c1nc2ccccc2[nH]1	100	25	-2	15	10	89	89	-5
11	COc1ccc(CC(=O)N2CC3(C)CC2CC(C)(C)C3)cc1 (stereo not given)	96	-3	0	1	-1	103	102	-2
12	O=C(NCc1cn(-c2ccccc2)nc1-c1ccccc1)c1cccc([N+](=O)[O-])c1	98	19	5	15	-5	101	96	-2
13	CCCCNC(=O)CCn1nc(-c2ccccc2)ccc1=O	98	-11	8	-3	-6	94	90	6
14	COc1ccc([N+](=O)[O-])cc1NC(=O)Cc1ccc(Cl)cc1	91	9	0	0	9	93	93	4
15	O=C(COC(=O)c1ccccn1)NCc1ccc(Cl)cc1Cl	101	11	1	-1	/	99	110	8
16	CCOC(=O)c1[nH]c2ccc(OC)cc2c1NC(=O)c1ccccc1C(=O)O	93	8	-6	1	-3	103	99	-8
17	COc1ccccc1-c1cc(C(F)(F)F)nc(N2CCN(c3ccc(F)cc3)CC2)n1	93	18	-3	2	7	97	97	-8
18	O=C(c1ccc(-c2ccc(Cl)cc2Cl)o1)N1CCOCC1	99	4	0	21	-12	95	101	-2
19	Cc1ccc(NC(=O)CN2C(=S)NC(C)(C)CC2C)cc1Cl (stereo not given)	116	-4	-11	2	-7	95	113	-5
20	CC(Oc1cccc(Cl)c1)C(=O)N1CCN(c2ncccn2)CC1 (stereo not given)	97	1	-8	0	/	112	111	4
21	CC(C)c1ccc(CN(C(=O)c2cc3ccccc3oc2=O)C2CCS(=O)(=O)C2)cc1 (stereo not given)	96	6	2	-1	5	112	98	12
22	COc1ccc(CCNC(=O)CN2CCN(c3cccc(C(F)(F)F)c3)CC2)cc1	95	-4	-4	0	-10	97	99	-4
23	COc1ccc(OCC(=O)NCCCNC(=O)COc2ccc(OC)cc2)cc1	99	-6	7	0	/	101	101	-2
24	COc1ccc(OCC(=O)Nc2ccc3c(c2)nc(CCN2CCCCC2)n3C)cc1	97	0	5	-3	-3	98	100	-1
25	Cc1cccc(NC(=O)CSc2nnnn2C)n1	101	14	3	4	5	99	91	-2
26	O=C(CSCc1ccccc1)Nc1ccc2c(c1)C(=O)NC2=O	77	1	-8	2	1	101	102	-3
27	Cc1ccc(OCc2ccoc2C(=O)O)cc1C	83	2	-8	1	-7	79	96	1
28	CC(C(=O)Nc1ccccc1C(=O)O)n1c(C(F)(F)F)nc2ccccc21 (stereo not given)	101	-7	3	0	13	100	97	10
29	CCS(=O)(=O)N1CCN(Cc2ccccc2OC)CC1	95	4	-12	-1	-24	98	99	-1
30	O=C(Nc1cccc(F)c1)c1ccc(S(=O)(=O)NCC2CCCO2)cc1 (stereo not given)	99	-5	-1	0	-8	104	96	5
31	c1ccc(-c2cc(-c3nnc4sc(-c5ccccn5)nn34)[nH]n2)cc1	92	10	1	-8	7	88	95	8
32	O=C(NCCN1C(=O)C2C3C=CC(C3)C2C1=O)N1CCCCC1 (stereo not given)	100	-10	-6	92*	2	109	102	7
33	Cc1nc(-c2coc3c(CN(C)C)c(O)ccc3c2=O)cs1	101	2	3	6	6	92	105	-3
34	CC(Sc1nc(-c2ccccc2)cc(C(F)(F)F)n1)C(=O)NCCN1CCOCC1 (stereo not given)	95	3	4	-7	-2	98	99	2
35	Cn1c(SCC(=O)c2ccccc2)nc2cccnc21	91	20	-13	-3	6	88	/	-15
36	O=C(Nn1c(O)c(C=C2N=c3ccccc3=N2)sc1=S)c1ccccc1	99	3	-52	19	-2	101	105	-25
37	COc1cc(/C=C/C(=O)O)cc(S(=O)(=O)Nc2ccccc2C(=O)NCc2ccco2)c1OC	102	/	6	1	/	96	91	9
38	C(=C\c1ccccn1)/c1ccccn1	102	-1	-6	4	-15	102	98	-4
39	COc1ccc(C(=O)/C(=C/c2cccs2)c2nc3ccccc3o2)cc1	93	7	15	15	2	92	115	3
40	O=S(=O)(NCc1ccccc1)NCc1cccc(C(F)(F)F)c1	98	-9	7	2	-6	95	85	7
41	O=C(COC(=O)c1ccc(O)cc1O)NC1CCS(=O)(=O)C1 (stereo not given)	98	-4	-2	1	0	95	101	2
42	CCc1nnc(NC(=O)CC(=O)Nc2ccccc2C(=O)O)s1	103	-1	4	8	-2	102	99	8
43	CC1=NN(C(N)=S)C(=O)C1N=Nc1cccc2ccccc12 (stereo not given)	98	14	-6	93*	10	101	110	-1
44	COc1cccc(/C=N/Nc2nc3ccccc3[nH]2)c1O	110	-3	7	60*	8	106	92	-2
45	CCCCOP(=O)(OCCCC)C(O)c1ccc(F)cc1 (stereo not given)	101	4	4	-2	2	105	125	-5
46	CC1=Nn2c(nnc2-c2n[nH]c3c2CCC3)SC1	106	-12	-3	25	-3	127	108	-8
47	Nn1cnnc1N/N=C/c1cc([N+](=O)[O-])c(Cl)cc1Cl	105	-5	1	8	3	104	104	-5
48	COc1cc(/C=C/c2ccc3cccc(O)c3n2)cc(OC)c1OC	105	22	5	-3	21	107	98	-3
49	CC(C)(C)NCC(O)CON=C1c2ccccc2-c2ccccc21 (stereo not given)	100	2	5	4	-10	103	110	0
50	COc1ccc2c(c1)CCc1cn3ncc(C#N)c3nc1-2	93	6	-12	0	2	103	115	-29
51	CCOC(=O)Cc1csc(NC(=O)CSc2nc(C)cc(=O)[nH]2)n1	93	15	-10	-2	11	101	89	-11
52	CCN(CC)S(=O)(=O)c1ccc2nc(CSc3nnnn3-c3ccc(O)cc3)[nH]c2c1	100	1	-16	15	-21	97	96	-3
53	Cc1ccc(CNC(=O)c2cccnc2Sc2cccc(Cl)c2)cc1	97	5	6	3	0	98	105	7
54	O=C(Cn1nnc2ccccc2c1=O)NC1CCCCC1	102	8	9	3	4	99	92	6
55	COc1ccc(/C=N/NC(=O)Cc2csc(Nc3cccc(C(F)(F)F)c3)n2)c(OC)c1	100	16	2	2	3	112	106	3
56	Cc1onc(-c2ccccc2)c1C(=O)OCC(=O)NC(C)c1ccc(Cl)cc1 (stereo not given)	98	-1	0	1	/	100	101	0
57	Nc1c(C(=O)NCc2cccnc2)sc(=S)n1-c1ccccc1	97	-17	-21	9	-1	103	82	7
58	Cc1c(C(=O)C(=O)NCc2cccs2)c2ccccc2n1C	94	1	6	4	-11	92	100	1
59	CC(=O)Oc1ccc(N2C(=O)CCC2=O)cc1	89	-19	3	-1	-1	98	91	-10
60	COc1cccc(C(=O)N(CN2CCCC2=O)c2ccccc2OC)c1	95	-14	0	4	-17	89	89	7

(listing goes on)
nr	SMILES	RPL19A TOR yeast	ZTA counter	procasp7 counter	AHR activator	EBNA-1 inh	MEP2 TOR yeast	LAP4 TOR yeast	proCasp3 act
61	Cc1ccc(CN2CCN(Cc3ccncc3)CC2CCO)o1 (stereo not given)	102	0	-19	3	-6	102	104	-13
62	CCO/C(C)=C1\C(=O)Nc2ccccc21	/	-21	12	31	-6	109	100	4
63	O=Cc1cn(-c2ccccc2)nc1-c1cc2cc(O)ccc2oc1=O	99	16	6	8	-7	99	94	-1
64	Cc1ccc(C(NC(=O)N2CCOCC2)C(Cl)Cl)cc1F (stereo not given)	114	12	4	5	-2	109	91	9
65	CSc1nsc(NC(=O)Nc2ccccc2)n1	92	3	4	12	-11	94	111	-4

Reformatted: entries from further up.
56) Cc1onc(-c2ccccc2)c1C(=O)OCC(=O)NC(C)c1ccc(Cl)cc1 (stereo not given)
  RPL19A TOR yeast: 98; ZTA counter: -1; procasp7 counter: 0; AHR activator: 1; EBNA-1 inh: /; MEP2 TOR yeast: 100; LAP4 TOR yeast: 101; proCasp3 act: 0

57) Nc1c(C(=O)NCc2cccnc2)sc(=S)n1-c1ccccc1
  RPL19A TOR yeast: 97; ZTA counter: -17; procasp7 counter: -21; AHR activator: 9; EBNA-1 inh: -1; MEP2 TOR yeast: 103; LAP4 TOR yeast: 82; proCasp3 act: 7

Complete entries from above.
Results for `CCOC(=O)Cc1csc(NC(=O)CSc2nc(C)cc(=O)[nH]2)n1` : RPL19A TOR yeast = 93; ZTA counter = 15; procasp7 counter = -10; AHR activator = -2; EBNA-1 inh = 11; MEP2 TOR yeast = 101; LAP4 TOR yeast = 89; proCasp3 act = -11
Results for `COc1cc(/C=C/C(=O)O)cc(S(=O)(=O)Nc2ccccc2C(=O)NCc2ccco2)c1OC` : RPL19A TOR yeast = 102; ZTA counter = /; procasp7 counter = 6; AHR activator = 1; EBNA-1 inh = /; MEP2 TOR yeast = 96; LAP4 TOR yeast = 91; proCasp3 act = 9
